GAA glycogen: alters human alpha-glucosidase cleavage of glycogen | Potency, µM (highest dose often 76.4 µM), without a hit: top-dose activity change, negative = inhibition, hits mostly inhibitors | 0.38% of 300,000 active | AID 2100 | recombinant GAA, glycogen substrate, Amplex Red glucose oxidase fluorescence; active = well fitted inhibition curve with a large enough effect;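 also: 0% = full enzyme reaction and -100% = no-enzyme basal signal; the screen sought inhibitors and activators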
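Recombinant enzyme (4 nM final) with compounds titrated up to 77 uM and bovine liver glycogen (30 ug) in citrate pH 5.0, 0.01% Tween-20, 37 C 40 min. Released glucose detected by Amplex Red/glucose oxidase (Ex 573/Em 610); AC50 from Hill fits.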
Starred values were filed as active, the others as inactive; & = joins results of further samples; [ ] = another dose, or the depositor's remark. Potency is read from the fitted curve at half-maximal effect. Only part of the results is shown (hit frequency here may not be typical).

| compound | GAA glycogen |
| --- | --- |
| O=C(COCc1cc(-c2cccs2)on1)NCc1ccccc1Cl | 6.0%[76.3 µM] |
| Cc1cc(OCC(=O)N(C)Cc2ccccc2)cc(C)c1Cl | 11.0%[76.3 µM] |
| CS(=O)(=O)N1CCC(C(=O)Nc2cccc(Br)c2)CC1 | -7.6%[76.3 µM] |
| COc1ccc(N(CC(=O)NCC2CCCO2)C(=O)CCC(=O)Nc2cc(C)on2)cc1OC (configuration not stated) | -2.2% |
| CCOc1ccc(CCNC(=O)Nc2ccccc2C)cc1OCC | -3.5% |
| COc1cc(NC(=O)CN2CCN(c3ccccn3)CC2)cc(OC)c1OC | -5.5% |
| CC(=O)Nc1ccc(NC(=O)C2C3CCC(C3)C2C(=O)O)cc1 (configuration not stated) | 1.8% |
| CC(C)Nc1ncnc2c1cnn2Cc1ccccc1Cl | 5.6% |
| Cc1ccc(C(=O)NNC(=O)CCC(=O)NCc2ccccc2)cc1Br | 0.2%[76.3 µM] |
| CCOC(=O)c1cc(NC(=O)N(C)C2CCCCC2)c(C)nc1C | -7.2% |
| O=C(c1ccc(F)cc1F)N1CCCC(c2nc(-c3cccs3)no2)C1 (configuration not stated) | 10.3% |
| COc1ccc(OC)c(CCNC(=O)Cn2ccc3cc(S(=O)(=O)N4CCCC4)ccc32)c1 | -2.5%[76.3 µM] |
| COc1ccc(CNC(=O)c2[nH]c(C)c(C(C)=O)c2C)cc1 | -14.7% |
| CN(Cc1ccco1)S(=O)(=O)c1nnc(NC(=O)c2cccc(Cl)c2)s1 | -16.2%&20.8%[76.3 µM] |
| COc1ccc(CCN=C(C)c2cc(C)c(C)cc2O)cc1OC | -0.2% |
| COc1cc(/C=C2/C(=N)N3C(=NC2=O)SN=C3S(C)(=O)=O)ccc1OC(=O)c1ccco1 | -0.7%[76.3 µM] |
| CCOc1ccc(C(=O)Nc2ccc(S(=O)(=O)Nc3cc(C)on3)cc2)cc1 | 3.4%[76.3 µM] |
| CC1CCCN(C(=O)Cc2cccc3ccccc23)C1 (configuration not stated) | 2.5%[76.3 µM] |
| COCc1cc(=O)[nH]c(N2CCN(c3ccccc3OC)CC2)n1 | 2.1%[76.3 µM] |
| O=C(CCS(=O)(=O)c1ccccc1)NC1CCCC1 | -1.5%[76.3 µM] |
| CCOc1ccc(OCCSc2nc3ccccc3n2CC(=O)O)cc1 | 8.1%[76.3 µM] |
| O=[N+]([O-])c1ccccc1/C=C/c1ccc2ccccc2n1 | 12.4%[76.3 µM] |
| CCN(CC)C(=O)c1ccc(CS(=O)(=O)c2ccc(Br)cc2)cc1 | -17.3%[76.3 µM] |
| COC(=O)c1sc(NC(=S)NC(=O)c2cc(OC)c(OC)c(OC)c2)nc1C | -3.7%[76.3 µM] |
| CC(C)CCNC(=O)CN(C(=O)CCC(=O)Nc1nccs1)C1CCCCC1 | 4.2%[76.3 µM] |
| O=C(NNC(=O)c1ccc(S(=O)(=O)N2CCCCC2)cc1)c1ccc(F)cc1 | -5.2% |
| COc1ccccc1N1CCNC(C)C1=O (configuration not stated) | -2.0%[76.3 µM] |
| CSCCC(NS(=O)(=O)c1ccccc1F)C(=O)N1CC=C(c2ccccc2)CC1 (configuration not stated) | 0.1%[76.3 µM] |
| O=C(c1ccc(N2CCN(C(=O)c3ccccc3)CC2)cc1)c1cccc(F)c1 | 1.8% |
| CC(C)C(NC(=O)c1ccccc1F)C(=O)NCc1ccc(F)cc1 (configuration not stated) | -5.4% |
| Nc1c(-c2cccc(Cl)c2)cnc2c(-c3ccccc3)cnn12 | 4.4% |
| O=Cc1c(NCc2ccc(Cl)cc2)c2ccccc2[nH]c1=O | -8.0%[76.3 µM] |
| Cc1ccc(Cl)cc1N1CCN(C(=O)Cn2ncc3c([nH]c4ccccc43)c2=O)CC1 | 3.3%[76.3 µM] |
| CCOc1ccc(N2CC(C(=O)N3CCc4ccccc43)CC2=O)cc1 (configuration not stated) | 7.5% |
| CCN1CCN(c2cc(C)c3cc(NC(=O)CCC(=O)N4CCN(c5ccccc5OC)CC4)ccc3n2)CC1 | -15.7% |
| CCOc1ccc(CCNC(=O)COC(=O)c2c(C)nn(-c3ccccc3)c2C)cc1OCC | 2.9%[76.3 µM] |
| COCCNC(=O)Cn1cnc2c(cnn2-c2ccc(C)cc2)c1=O | 16.4%[76.3 µM] |
| CCc1ccc(C(=O)C(C)OC(=O)Cc2n[nH]c(=O)c3ccccc23)cc1 (configuration not stated) | -6.0%[76.3 µM] |
| CC1CCCCN1CC(=O)c1c[nH]c2ccccc12 (configuration not stated) | 1.3% |
| O=C(c1c(F)cccc1F)N(C1CCCCC1)C1CCCCC1 | 3.3%[76.3 µM] |
| O=C(CCc1ccncc1)N1CCCC(Nc2ccc(F)c(F)c2)C1 (configuration not stated) | -7.7%[76.3 µM] |
| COc1cccc(N2C(=NC(=O)CCc3ccccc3)SC3CS(=O)(=O)CC32)c1 (configuration not stated) | -4.1%[76.3 µM] |
| CCOCCCn1c(=S)[nH]c2cc(C(=O)NCCc3ccc(OC)c(OC)c3)ccc2c1=O | -2.9%[76.3 µM] |
| Cc1cc(C)c(NC(=O)CCn2c(=O)c3cccn3c3cccnc32)c(C)c1 | 14.3%[76.3 µM] |
| c1ccc(-c2cc(NCCN3CCCCC3)c3ccccc3n2)cc1 | -0.2% |
| C=CCN1C(=S)CC(c2ccccc2)=Nc2ccccc21 | 12.7%[76.3 µM] |
| CCOC(=O)C1CCN(C(=O)c2ccc3c(c2)sc2nc(-c4ccccc4)cn23)CC1 | -10.9%[76.3 µM] |
| CCC(C)(C)NC(=O)CN(Cc1ccco1)C(=O)CCC(=O)Nc1nccs1 | -14.6% |
| CC(=O)N1N=C(c2ccc(Cl)cc2)CC1c1ccc([N+](=O)[O-])cc1 (configuration not stated) | -0.1%[76.3 µM] |
| CCOCCc1nnc(NC(=O)C(=O)c2cc(C)n(-c3cccc(Cl)c3)c2C)s1 | 9.9%[76.3 µM] |
| CCOC(=O)C1=C(COc2ccccc2)NC(=O)NC1c1cccc([N+](=O)[O-])c1 (configuration not stated) | -5.6%[76.3 µM] |
| COc1ccc(S(=O)(=O)N2CCCC(C(=O)NC3CC3)C2)cc1Cl (configuration not stated) | 1.1% |
| O=C(Nc1ccccc1Cl)c1cccc(NC(=O)C2CCCC2)c1 | -3.4%[76.3 µM] |
| CCOC(=O)C1CCCN(C2=C(NS(=O)(=O)c3ccc(Br)cc3)C(=O)c3ccccc3C2=O)C1 (configuration not stated) | 2.2%[76.3 µM] |
| NC(=O)CSc1nc2ccccc2c(=O)n1CCc1ccccc1 | -10.1%[76.3 µM] |
| CN(Cc1ccccc1F)c1nc(-c2cccnc2)nc2ccccc12 | -7.6% |
| O=C1CN(C(=O)c2cccc(F)c2)C(c2ccc(F)cc2)c2cc(F)ccc2N1 (configuration not stated) | -2.1% |
| Cc1cc(C)nc(N/N=C2/CCSc3ccc(F)cc32)n1 | 6.8% |
| Cc1ccc(OC(C)C(=O)Nc2ccc3c(c2)n(C)c(=O)n3C)cc1C (configuration not stated) | -0.7%[76.3 µM] |
| NC(=O)CC(NC(=O)Cc1ccc(Cl)cc1)c1ccc(NC2CCCCCC2)c([N+](=O)[O-])c1 (configuration not stated) | 8.4%[76.3 µM] |

Continued:
| compound | GAA glycogen |
| --- | --- |
| O=C(NC(=S)Nc1ccccc1C(=O)O)c1ccc(-c2ccc(Br)cc2)o1 | -3.8%[76.3 µM] |
| O=[N+]([O-])c1ccc(Oc2ccc(-c3nnco3)cc2)c(Cl)c1 | -4.6%[76.3 µM] |
| CC(C)(CNC(=O)c1cccc(NS(=O)(=O)c2ccc(Br)cc2)c1)N1CCOCC1 | -3.5%[76.3 µM] |
| Cc1ccc(CNC(=O)C2CCC(=O)N2Cc2ccccc2Cl)cc1 (configuration not stated) | 2.8% |
| COc1ccc(/C=C2\Oc3cc(OCC(=O)N4CCC[C@H]4C(=O)O)ccc3C2=O)c(OC)c1OC | -5.8%[76.3 µM] |
| Cc1cc(C(=O)CS(=O)(=O)c2ccc(F)cc2)cc(C)c1O | -1.3% |
| COc1ccc(/C=N/N2CCN(Cc3ccccc3)CC2)cc1 | 7.0%[76.3 µM] |
| O=C(Nc1ccc(Br)cc1)c1ccccc1Br | -2.4%[76.3 µM] |
| COc1ccc(NC2CCCN(C(=O)CCc3scnc3C)C2)cc1 (configuration not stated) | -4.0%[76.3 µM] |
| O=C(CCCn1c(=O)c2cccn2c2cccnc21)Nc1ccccc1C(F)(F)F | 15.6%[76.3 µM] |
| CC(=O)c1cccc(NC(=O)CCC(=O)c2ccc(F)cc2)c1 | 10.0% |
| Cc1ccccc1C(=O)NC[C@@H]1CCCN2CCCC[C@H]12 | 4.2% |
| COc1ccc(N(CC(=O)NCc2ccc(C)cc2)S(=O)(=O)c2c(C)noc2C)cc1 | -4.3%[76.3 µM] |
| CCc1ccc(NS(=O)(=O)c2c(C)noc2C)cc1 | 2.4%[76.3 µM] |
| O=C(NCc1ccc2c(c1)OCO2)C(=O)NCC1OCCN1S(=O)(=O)c1ccc(Cl)cc1 (configuration not stated) | -0.5%[76.3 µM] |
| CCN(CC)CCNC(=O)C1CCN(S(=O)(=O)c2c(C)noc2/C=C/c2ccccc2F)CC1 | -9.6%[76.3 µM] |
| CCN(CC)S(=O)(=O)c1cc(C)c(C)cc1OCC(=O)NC1CCCC1 | 1.0%[76.3 µM] |
| O=C(CC1CCCC1)N1CCCC(Nc2cccc(F)c2)C1 (configuration not stated) | 2.0%[76.3 µM] |
| COC(=O)c1ccccc1NC(=O)c1cc(C)no1 | 8.2% |
| CC1CCN(c2ccc3nnc(CCC(=O)N4CCN(c5ccc(F)cc5)CC4)n3n2)CC1 | -6.2%[76.3 µM] |
| CC(C)n1cc(CN2CCC(Oc3ccc(C(=O)N4CCCCC4)cc3)CC2)cn1 | -2.1%[76.3 µM] |
| N#C/C(=C(/O)CCl)c1nc2c(s1)CCc1ccccc1-2 | -24.3% |
| CCCN(c1ccc(OCC)cc1)S(=O)(=O)c1ccc2c(c1)NC(=O)CO2 | -16.9%[76.3 µM] |
| CN(Cc1c(F)cccc1Cl)C(=O)CCc1c[nH]c2ccccc12 | -1.7% |

5 consecutive entries out of the list so far, quoted:
| compound | GAA glycogen |
| --- | --- |
| COC(=O)c1ccccc1NC(=O)c1cc(C)no1 | 8.2% |
| CC1CCN(c2ccc3nnc(CCC(=O)N4CCN(c5ccc(F)cc5)CC4)n3n2)CC1 | -6.2%[76.3 µM] |
| CC(C)n1cc(CN2CCC(Oc3ccc(C(=O)N4CCCCC4)cc3)CC2)cn1 | -2.1%[76.3 µM] |
| N#C/C(=C(/O)CCl)c1nc2c(s1)CCc1ccccc1-2 | -24.3% |
| CCCN(c1ccc(OCC)cc1)S(=O)(=O)c1ccc2c(c1)NC(=O)CO2 | -16.9%[76.3 µM] |

(next part)
| compound | GAA glycogen |
| --- | --- |
| CC(C)CCOc1ccc(/C=N/N2C(=O)CSC2=S)cc1 | -0.6% |
| Cc1ccc(C(C)C)c(OCCn2ccnc2C)c1 | -11.1%[76.3 µM] |
| CC1CCN(c2ccccc2NC(=O)c2cc3ccccc3o2)CC1 | 1.0%[76.3 µM] |
| Brc1ccc(CNCCCSc2nnnn2-c2ccccc2)cc1 | -2.9%[76.3 µM] |
| CC(C)(CC(=O)O)CC(=O)Nc1ccc2c(c1)ncn2CCc1ccccc1 | 1.0% |
| CCc1ccc(NC(=O)C(CC)n2c(=O)c(-c3ccccc3NC(C)=O)nc3ccccc32)cc1 (configuration not stated) | -10.6%[76.3 µM] |
| COc1cc(OC)nc(Oc2cc(C=O)ccc2OC)n1 | -4.5% |
| O=C(NCc1ccccc1)c1cccc(Nc2nc3ccccc3n3nnnc23)c1 | 9.2%[76.3 µM] |
| Cc1cccc(N2CCN(C(=O)c3cccc(N4C(=O)C5C6C=CC(C6)C5C4=O)c3)CC2C)c1 (configuration not stated) | 5.6%[76.3 µM] |
| O=C(Cc1c(Cl)cccc1Cl)NC1CC1 | 1.8% |
| COc1ccccc1COCC(O)CNCCc1ccc(C(F)(F)F)cc1 (configuration not stated) | -6.2% |
| CC(C)(C)c1cc(C(=O)Nc2cccnc2)cc(C(=O)Nc2cccnc2)c1 | 0.6% |
| O=S(=O)(c1cccs1)N1CCN(c2cccc(Cl)c2)CC1 | 1.0% |
| CCn1cc(CN2CCC(n3nccc3NC(=O)CCOc3ccccc3)CC2)cn1 | -10.2%[76.3 µM] |
| Cc1noc(C)c1C(=O)Nc1ccc(-n2ccc(C(F)(F)F)n2)cc1 | -3.3% |
| NC(=O)c1cc2ccccc2o/c1=N/NC(=O)c1cccc(Cl)c1 | 0.5% |
| COc1ccc(NS(=O)(=O)c2ccc3oc(=O)ccc3c2)cc1 | -11.6%[76.3 µM] |
| Cc1cc2oc(=O)c(CC(=O)NCCCO)c(C)c2c2occ(C(C)(C)C)c12 | -0.2% |
| COCCN(C(=O)CCC(=O)Nc1cc(C)on1)C(C(=O)NC(C)(C)C)c1ccccc1Cl (configuration not stated) | -0.9% |
| COc1ccc(S(=O)(=O)N(CC(=O)NCCSc2ccccn2)c2ccccc2)cc1 | -2.4% |
| O=C(NCCCN1CCCC1=O)c1cccc(S(=O)(=O)N2CCN(c3ccccc3)CC2)c1 | 3.3%[76.3 µM] |
| CC(=O)N1N=C(c2cccs2)CC1c1ccc(Br)cc1 (configuration not stated) | -1.4% |
| O=C(c1cccc(OC2CCN(Cc3cccc(OCCO)c3)CC2)c1)N1CCCC1 | 0.9%[76.3 µM] |
| O=C(NCCSc1ccc(Br)cc1)c1ccc2nc[nH]c2c1 | -1.5%[76.3 µM] |
| CCC(C(=O)N1CCOCC1)n1nc(C)c2c(C)n(-c3ccccc3)nc2c1=O (configuration not stated) | -19.4%[76.3 µM] |
| Cc1ccc(OCCCN2CCOCC2)cc1 | -10.0%[76.3 µM] |
| COc1ccc(-c2noc(N3CCC(C(=O)Nc4ccc(OC)c(OC)c4)CC3)n2)cc1 | 3.8%&-8.9%[76.3 µM] |
| Nc1nc(Oc2ccc(F)cc2)c(Br)c(=O)[nH]1 | 15.3%[76.3 µM] |
| O=C(c1ccc(OC2CCN(CCc3ccccc3)CC2)cc1)N1CCCC1 | 10.8%[76.3 µM] |
| Cc1ccccc1NC(=O)c1cnn(-c2ccccc2)c1C | 9.2%[76.3 µM] |
